# Assay outcomes (PubChem BioAssay)
# CHRM4 agonist – human M4 muscarinic receptor agonists, primary screen, CHO-K1 cells, Fluo-8 calcium fluorescence; 360,000 tested, 0.14% active; Muscarinic acetylcholine receptor M4 (Homo sapiens), P08173; CHO-K1 hM4/Gqi5; vehicle 0%, full acetylcholine response 100%; activation, % at 3 µM; AID 624127, 2012;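 active = activation above the run mean over all test wells plus 3 SD, cut at about 32% in these data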;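 note: peak over basal fluorescence ratio per well then scaled between controls; 0% = DMSO wells and 100% = acetylcholine at EC100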
# Target sequence (P08173 whole entry, looked up): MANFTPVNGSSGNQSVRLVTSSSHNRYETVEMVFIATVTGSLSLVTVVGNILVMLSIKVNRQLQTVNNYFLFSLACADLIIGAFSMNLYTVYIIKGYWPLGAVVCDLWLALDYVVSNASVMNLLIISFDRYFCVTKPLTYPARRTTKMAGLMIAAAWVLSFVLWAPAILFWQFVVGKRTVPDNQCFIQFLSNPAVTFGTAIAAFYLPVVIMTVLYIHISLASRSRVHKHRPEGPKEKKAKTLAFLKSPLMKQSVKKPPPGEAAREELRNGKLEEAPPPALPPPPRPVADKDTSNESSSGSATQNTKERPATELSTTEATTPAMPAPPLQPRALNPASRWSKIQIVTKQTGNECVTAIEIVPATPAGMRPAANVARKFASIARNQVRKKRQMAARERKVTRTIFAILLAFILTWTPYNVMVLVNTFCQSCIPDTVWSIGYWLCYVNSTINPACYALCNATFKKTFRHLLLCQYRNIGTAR
# CHRM4 antagonist – human M4 muscarinic receptor antagonists, primary screen, CHO cells, Fluo-8 calcium fluorescence | 360,000 tested, 0.73% active | AID 624125, 2012 | Muscarinic acetylcholine receptor M4 (Homo sapiens), P08173 | inhibition, % at 3 µM | CHO-hM4 cells, ACh EC80;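 active = inhibition above its plate's cutoff, the mean inhibition of sample wells plus 3 SD, cut at about 27% in these data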;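 note: 0% = acetylcholine EC80 with DMSO and 100% = DMSO without agonist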
# M5 ag – human M5 muscarinic receptor agonists, primary screen, CHO-K1 cells, Fluo-8 calcium fluorescence; 360,000 tested, 0.19% active; Muscarinic acetylcholine receptor M5 (Homo sapiens), P08912; activation, % at 3 µM; CHO-K1 hM5 cells; 0% DMSO wells, 100% maximal acetylcholine response;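 active = activation above the run's mean over test compounds plus 3 SD, cut at about 23% in these data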;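 note: signal is peak over basal fluorescence ratio across the kinetic read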
# CHRM4 PAM – human M4 muscarinic receptor positive allosteric modulators, primary screen, CHO-K1 cells, Fluo-8 calcium fluorescence. Muscarinic acetylcholine receptor M4 (Homo sapiens), P08173. CHO-K1 hM4/Gqi5, ACh EC20; 0% = ACh EC20, 100% = maximal ACh. activation, % at 3 µM. 360,000 tested, 0.4% active;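 active = activation above its plate's cutoff, the mean activation of sample wells plus 3 SD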; note: some results filed as inactive read as strong as hits
# M1 antag – human M1 muscarinic receptor antagonists, primary screen, CHO-K1 cells, Fluo-8 calcium fluorescence, 1536-well | 360,000 tested, 1.3% active | CHO-K1 hM1, ACh EC80 antagonist | inhibition, % at 3 µM | Muscarinic acetylcholine receptor M1 (Homo sapiens), P11229 | AID 588852, 2011;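 active = percent inhibition above its own plate's cutoff, namely the mean of that plate's compound wells plus 3 SD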;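 note: peak over basal fluorescence ratio during 140 s after agonist addition; 0% = ACh EC80 plus DMSO and 100% = DMSO alone without agonist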
# Target sequence (P11229 whole entry, looked up): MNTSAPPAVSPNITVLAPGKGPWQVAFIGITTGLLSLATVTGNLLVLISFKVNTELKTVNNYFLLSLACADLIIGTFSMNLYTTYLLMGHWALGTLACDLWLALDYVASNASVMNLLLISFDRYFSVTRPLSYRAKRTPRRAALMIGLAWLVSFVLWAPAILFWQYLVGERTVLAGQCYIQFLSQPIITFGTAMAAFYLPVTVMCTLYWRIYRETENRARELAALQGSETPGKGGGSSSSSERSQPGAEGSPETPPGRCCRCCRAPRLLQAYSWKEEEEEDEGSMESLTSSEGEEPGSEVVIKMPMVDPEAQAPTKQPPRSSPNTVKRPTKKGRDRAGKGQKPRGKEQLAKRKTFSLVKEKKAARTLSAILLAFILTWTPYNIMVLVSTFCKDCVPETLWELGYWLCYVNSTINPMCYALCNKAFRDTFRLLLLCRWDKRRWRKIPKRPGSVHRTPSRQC
# CRFR2-BP ag – agonists of CRF-BP/CRF-R2 complex, primary screen, cell-based, HEK293, calcium dye fluorescence, uHTS | 350,000 tested, 0.46% active | activation, % at 13.2 µM | calcium dye fluorescence (FLIPR); percent of saturating CRF peptide response | CRF-binding protein / CRF receptor 2 complex (human);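 active = activation of at least 50%, plus an integration ratio under a set limit after plate pattern correction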;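 note: plate controls were neutral control wells without compound for no effect and CRF at EC100 for full effect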
# M1 PAM – human M1 muscarinic receptor positive allosteric modulators, primary screen, CHO-K1 cells, Fluo-8 calcium fluorescence, 1536-well; CHO-K1 hM1, ACh EC20; 0% = ACh EC20, 100% = maximal ACh; 360,000 tested, 0.088% active; AID 588819, 2011; activation, % at 3 µM; Muscarinic acetylcholine receptor M1 (Homo sapiens), P11229; in the data active = activation above about 19%, passing the limit was not always enough
# M5 PAM – human M5 muscarinic receptor positive allosteric modulators, primary screen, CHO-K1 cells, Fluo-8 calcium fluorescence; Muscarinic acetylcholine receptor M5 (Homo sapiens), P08912; CHO-K1 hM5, ACh EC20 PAM; 0% = ACh EC20, 100% = ACh EC100; activation, % at 3 µM; 360,000 tested, 0.3% active; AID 624038, 2012;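 active = activation above the run cutoff, the mean activation of all test compounds plus 3 SD, cut at about 18% in these data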
#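 Measured by: Fluo-8 calcium fluorescence; material: human M5 receptor in CHO-K1 cells; schedule: Post-acetylcholine fluorescence recording 140 s; benchmarks: low control EC20 acetylcholine (0%), high control EC100 acetylcholine (100%); read-out: Max/basal fluorescence ratio as % of EC20–EC100 ACh window; compound: single dose, 3 µM nominal final test concentration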
# CHRM5 antagonist – human M5 muscarinic receptor antagonists, primary screen, CHO cells, Fluo-8 calcium fluorescence; CHO-hM5 cells, ACh EC80; Muscarinic acetylcholine receptor M5 (Homo sapiens), P08912; 360,000 tested, 0.59% active; AID 624040, 2012; inhibition, % at 3 µM;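 active = inhibition above a per-plate cutoff, the mean of that plate's test compounds plus 3 SD, cut at about 27% in these data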;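 note: 0% = acetylcholine EC80 with DMSO and 100% = DMSO without agonist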
# * = called active by the depositor; / = no result given.
mol	M5 PAM	M1 PAM	CRFR2-BP ag	CHRM4 antagonist	M1 antag	M5 ag	CHRM4 agonist	CHRM4 PAM	CHRM5 antagonist
CCCn1cc(S(=O)(=O)c2ccc(OC)cc2)c(=O)c2cc(OCC)ccc21	-3	4	-1.9	-6	-11	-2	5	-1	6
Cc1cc(S(=O)(=O)NCCC2=CCCCC2)ccc1Br	-4	9	-0.5	-12	-26	-3	-1	-1	4
O=C(O)c1ccc(Nc2nc3ccc(Cl)cc3[nH]2)cc1	-11	3	0.9	9	0	-1	0	1	21
CCN(CC)S(=O)(=O)c1ccc(C(=O)NCc2cccs2)cc1	-4	2	-6.1	4	-1	0	1	-3	4
O=C(NCCc1cn2cccnc2n1)C1CCC(=O)N(Cc2ccccc2F)C1 (centres undefined)	5	-2	-0.2	-10	4	-1	0	1	-3
CCOC(=O)CNC(=O)N1CCC(CCOc2ccccc2)(C(=O)OCC)CC1	6	0	-3.3	-12	1	6	1	3	-14
Cc1ccccc1N=Nc1ccc(O)c2ncccc12	4	3	-3.0	-5	0	-1	0	16	4
COc1ccc(NS(=O)(=O)c2ccc3oc(=S)[nH]c3c2)cc1	11	9	1.4	-5	-20	-3	0	18	-7
Cc1oc(-c2ccccc2Cl)nc1CN1CCCN(C(=O)c2ccco2)CC1	-4	8	-1.4	-4	-10	-1	1	-7	6
Cc1ccc(-c2nnn(CC(=O)NCCc3ccc4c(c3)OCO4)n2)cc1	7	11	-0.3	5	-6	-1	1	0	-2
CCOC(=O)C1CCCN(C(=O)CNC(=O)Cn2ccc3ccccc3c2=O)C1 (centres undefined)	-1	3	-0.4	5	-3	0	0	-6	3
CCN1C(=O)N[C@@H](CCc2ccccc2)[C@H](C(C)=O)[C@H]1C	0	-1	-3.1	6	0	-2	0	-2	13
Cc1ccc(CN2CC(C(=O)NC3CCCC(C)C3C)CC2=O)cc1 (centres undefined)	-4	-12	-0.5	9	21	0	1	0	18
CCCCCC(=O)N/N=C/c1ccccc1[N+](=O)[O-]	4	11	-0.5	-3	-5	1	2	-1	-6
CN(C)S(=O)(=O)n1cc(/C=C(\NC(=O)c2ccccc2Cl)C(=O)NCCCn2ccnc2)c2ccccc21	-2	-3	0.5	5	11	-2	12	-7	2
CCC(=O)c1cc2c(cc1NC(=O)C(C)C)OCCO2	7	4	1.2	-6	-5	-2	1	13	-6
CCC1(C)Cc2nc3[nH]c(=S)n(-c4ccc(C)cc4)c(=O)c3cc2CO1 (centres undefined)	-5	6	-2.4	5	-5	2	0	0	4
COC(=O)CSc1nnc2c3c4c(sc3nc(-n3nc(C)cc3C)n12)COC(C)(C)C4	4	2	1.1	-8	-23	-5	1	2	-2
N#Cc1ccc(N/N=C/c2ccccc2)c([N+](=O)[O-])c1	3	2	6.9	0	3	0	0	-2	6
COc1ccnc(-n2cccc2C#N)c1C#N	1	-1	-0.1	-4	2	1	1	10	-4
O=C(c1ccc(Cl)cc1)N1CCOc2ccccc21	1	7	-3.4	4	3	-7	-2	-4	9
Fc1ccc(C(CCNCc2cccs2)c2ccco2)cc1 (centres undefined)	1	-18	-0.4	8	23	-16	1	-18	-4
Cc1ccc(S(=O)(=O)N(CCO)Cc2ccccc2)cc1	2	9	-0.3	0	-23	0	0	-2	3
Clc1cccc(CNCCCSc2ncccn2)c1Cl	3	-5	-0.6	-4	13	-4	2	-1	4
N#Cc1ccc(COC(=O)c2cc(=O)c3ccccc3o2)cc1	-5	5	-0.8	-5	2	-6	2	11	-9

# Remaining list, next part.
mol	M5 PAM	M1 PAM	CRFR2-BP ag	CHRM4 antagonist	M1 antag	M5 ag	CHRM4 agonist	CHRM4 PAM	CHRM5 antagonist
CC1(C(=O)O)CCC(C(=O)Nc2ccc(F)cc2)C1(C)C (centres undefined)	2	2	0.6	-4	-11	4	0	-4	-11
CC(C)CC(=O)N1CCC(O)(CS(=O)(=O)Cc2ccccc2Cl)CC1	-1	8	0.8	5	-9	-3	0	-4	7
CCCCCCC[C@@H](C/C=C/CCC(=O)N(C)C/C(=C/Cl)C/C(=C\C(=O)N1C[C@H](O)CC1=O)OC)OC	-12	1	-2.6	11	1	1	14	-11	10
COc1ccc(CCNC(=O)CSc2nc(N)c(C#N)c(-c3cccs3)c2C#N)cc1OC	-1	1	0.1	14	0	-5	1	-6	-4
CCOc1cc(NC(=S)NCC(C)C)c(OCC)cc1NC(=O)c1cccs1	8	9	-1.1	-10	-7	-4	-1	16	-13
CC(=O)Nc1nc2ccc(-c3nc4ccccc4o3)cc2s1	-2	8	-0.1	1	-25	-1	9	-5	10
COc1cc(C(=O)N/N=C/c2sccc2C)cc(OC)c1OC	8	8	-0.3	2	-18	2	3	-2	-1
CN1CC2(C)CN(C(c3ccccc3)c3ccccc3)CC(C)(C1)C2O (centres undefined)	-9	-10	1.1	3	-2	-7	0	-7	4
CCC(=O)N1CCc2cc(Br)cc(S(=O)(=O)CCC(=O)NCCOC)c21	-2	9	-1.4	1	-7	-3	1	2	5
CC1(C)CC(=O)C(C=NCCN2CCN(CC(=O)Nc3ccc(Cl)cc3)CC2)=C(O)C1	5	7	-0.8	3	-3	-1	1	-3	-1
CCOC(=O)c1c(-c2ccccc2)csc1/N=C/C1C(=O)CCCC1=O	10	8	11	-2	-5	-2	1	5	-2
COc1ccccc1-n1c(C)nnc1SCC(=O)Nc1cc(C)cc(C)c1	-1	13	-1.9	-3	-14	1	1	4	-2
N#CC1=C(SCC(N)=O)NC(=O)CC1c1cccc2ccccc12 (centres undefined)	3	2	1.0	-14	-5	2	0	1	2
Cc1ccc(Oc2ccc(C(F)(F)F)cc2[N+](=O)[O-])c([N+](=O)[O-])n1	12	16	1.2	-2	-19	-2	0	1	0
Cc1ccc(-n2nc3c(=O)n(CCCC(=O)N4CCCCC4)nc(C)c3c2C)cc1	-4	-3	0.1	10	-5	-7	1	-5	6
Cc1ccc(C)c(NC(=O)CN(C)C(=O)c2cc(C3CC3)nn2-c2ccccc2)c1	-10	7	-1.0	-2	-16	0	6	-8	11
CC(NC(=O)CSc1nc2ccccc2n1CCC#N)c1ccc(F)cc1 (centres undefined)	-1	8	-1.8	0	-16	1	1	5	-5
COc1ccc(C(=O)Oc2cc(C)[nH]c(=O)c2[N+](=O)[O-])c(OC)c1	1	13	-1.4	-6	-4	1	1	5	5
CCOC(=O)c1cc(-c2ccccc2)n(CCC(=O)N2CCN(c3ccccc3OC)CC2)c1C	-11	-5	-3.3	-5	6	-1	10	1	5
CCCOC(=O)c1ccc(NC(=O)c2ccc(Br)o2)cc1	0	0	-0.1	-5	0	-2	4	4	-6
CCCCCCCCN1N=N[C@H]2[C@H]1[C@@H]1C[C@H]2N(C(=O)OC(C)(C)C)O1	-10	-5	-6.0	31*	-4	-3	3	-15	3
CC(C)(C)NC(=S)NNC(=O)c1ccccc1Cl	2	7	-1.0	3	-6	-1	0	-2	8
c1ccc2[nH]c(SCCN3CCOCC3)nc2c1	-7	1	-0.5	2	-3	-1	1	6	0
CN(C)CCC(Oc1ccccc1OCc1ccccc1)c1ccccc1 (centres undefined)	-33	-21	0.6	-1	46*	-10	27	-55	28*
CCOC(=O)C1=CCN(S(=O)(=O)c2ccc(C)cc2)[C@H]1c1ccccc1Cl	-11	-10	/	1	15	-6	0	-11	-1

# (more compounds)
mol	M5 PAM	M1 PAM	CRFR2-BP ag	CHRM4 antagonist	M1 antag	M5 ag	CHRM4 agonist	CHRM4 PAM	CHRM5 antagonist
COc1cnc(-c2ccccc2)c(-c2ccccc2)n1	-7	5	0.4	-15	-15	4	3	-13	4
CCN1CCN(C(=O)c2cc(S(=O)(=O)Nc3ccc(S(C)(=O)=O)cc3)ccc2Cl)CC1	3	-4	-1.1	-10	0	-3	2	5	-7
CCCn1c(N)c(N2CCCCC2)c(=O)n(CC(=O)Nc2cccc(S(=O)(=O)N(C)C)c2)c1=O	10	11	0.8	-12	-6	3	-2	7	-2
COCCNC(=O)CN1CCC(NC(=O)Nc2ccc(C(F)(F)F)cc2)CC1	-2	-5	-1.1	-8	-5	-2	0	4	8
CCOc1ccc(NC(=O)CC2C(=O)N(c3ccccc3)C(=O)N2Cc2ccco2)cc1 (centres undefined)	0	-5	-3.4	-10	23	4	8	-4	-1
O=c1c2ccccc2nnn1-c1ccc(Br)cc1	-12	-7	0.1	-1	19	1	20	-1	11
O=C(c1cnn2c(C(F)F)cc(-c3ccccc3)nc12)N1CCc2ccccc21	3	11	1.3	-1	-7	1	0	3	5
CCNc1ccc(Br)cc(C(=O)/C=C/c2ccc(Cl)cc2Cl)c1=O	12	9	4.4	40*	21	5	5	3	20
CCOC(=O)c1c(C)[nH]c(C)c1S(=O)(=O)NCc1ccc(OCC)cc1	-1	-1	-1.3	2	4	-3	1	1	-2
Cc1ccc2[nH]c3c(c2c1)CNCC3	6	13	7.8	5	-15	-2	2	-1	-2
CCOCCCNc1ccc(-c2ccccc2)nn1	-8	2	0.5	-3	-2	1	0	-6	8
CC1=CC(C)(C)Nc2ccc(Cc3ccc4c(c3)C(C)=CC(C)(C)N4)cc21	1	0	-0.8	-9	1	-2	1	-5	0
CC(C)(C)NC(=O)C(c1ccc(-c2ccccc2)cc1)N(C[C@H]1CC[C@@H]([C@@H]2CC[C@H](CO)O2)O1)C(=O)c1cccc(Cl)c1 (some centres undefined)	-3	6	-0.4	-11	-13	-3	3	1	5
CCc1ccc(OCC(=O)NNC(=S)NC(=O)C2CC2)c(Br)c1	5	10	4.8	3	-15	-3	9	12	11
CCN(CC(=O)Nc1c(F)cccc1F)C(=O)C1=COCCO1	5	-6	-0.4	-10	11	2	0	6	-3
COc1cc2oc(=O)ccc2cc1-c1c(OC)ccc2ccc(=O)oc12	3	9	-1.5	-15	-17	0	1	3	5
COc1cc(OC)cc(-c2c(Sc3ccccc3)c3cc(-c4cnc(N5CCOCC5)nc4)ccc3n2C)c1	-2	/	/	-3	/	1	0	4	1
CN(C#N)c1nccc(-c2cccs2)n1	-2	5	-0.4	-10	0	-1	2	9	2
Cn1c(CNC(=O)CCNC(=O)c2ccccc2)cc(=O)n(C)c1=O	1	0	-1.0	0	-3	-3	0	-2	7
CC(C(=O)NCc1ccc(F)cc1)n1ccc2cc(S(=O)(=O)N3CCCC3)ccc21 (centres undefined)	6	-13	-0.4	-3	18	-3	6	-4	-8

# This is a random part of the collection; 2.8% or so of the library scored in one or more.
